Compound activity from PubChem BioAssay.
Rad51 HR inh: human RAD51 strand exchange inhibitors, primary screen, biochemical, fluorescence; DNA repair protein RAD51 homolog 1 (Homo sapiens), Q06609; hRad51 DNA strand exchange, fluorescence dequenching; inhibition, % at 10 µM; hit rate 0.085% among 200,000;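 active = inhibition above 40% at the single screening dose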;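 also: 0% = DMSO control wells and 100% = blanks with heterologous ssDNA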
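System: human Rad51 nucleoprotein filaments preassembled on unlabelled ssDNA. Reagent: labelled 47-mer dsDNA for strand exchange. Schedule: 30-min compound preincubation and 15-min exchange, both room temperature. Measured by: FRET fluorescence dequenching, excitation 485 nm, emission 520 nm. Read-out: Fluorescence-based percent inhibition, control- and blank-normalised. Benchmarks: plate controls and plate blanks.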
Furin inhibitor: human furin inhibitors, primary screen, biochemical, fluorescence intensity. P09958. purified furin, fluorogenic substrate cleavage. inhibition, % at 30 µM. hit rate 0.061% among 220,000. AID 463115, 2010; in the data active = inhibition above about 25%; also: inactives centre near -15
14-3-3 Bad inh: inhibitors of 14-3-3 zeta/Bad binding, primary screen, biochemical, TR-FRET, bovine 14-3-3 zeta; TR-FRET 14-3-3zeta/Dy647-pBad peptide displacement, 1 h; inhibition, % at 21.7 µM; 14-3-3 protein zeta/delta (Bos taurus), P63103; hit rate 0.71% among 220,000;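 active = inhibition above about 70%, limit read from the data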;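 also: 0% = full 14-3-3 plus peptide FRET controls and 100% = background without 14-3-3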
KCC2 mod: KCC2 cotransporter modulators, thallium flux, primary screen, cell-based, HEK293 KCC2, FluoZin-2 fluorescence, MLSMR; Solute carrier family 12 member 5 (Homo sapiens), Q9H2X9; B-score of Tl+ flux slope (higher = more flux/activation; lower = inhibition) at 10 µM; hit rate 2.2% among 190,000; KCC2 cells, thallium flux FluoZin-2 fluorescence;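 active = thallium flux slope and its plate-corrected score both differing from the plate sample mean at a set confidence after two filtering rounds, in either direction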;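 also: slope of fluorescence scaled to starting intensity during 10 to 20 s after thallium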
Target sequence (Q9H2X9 whole entry, looked up): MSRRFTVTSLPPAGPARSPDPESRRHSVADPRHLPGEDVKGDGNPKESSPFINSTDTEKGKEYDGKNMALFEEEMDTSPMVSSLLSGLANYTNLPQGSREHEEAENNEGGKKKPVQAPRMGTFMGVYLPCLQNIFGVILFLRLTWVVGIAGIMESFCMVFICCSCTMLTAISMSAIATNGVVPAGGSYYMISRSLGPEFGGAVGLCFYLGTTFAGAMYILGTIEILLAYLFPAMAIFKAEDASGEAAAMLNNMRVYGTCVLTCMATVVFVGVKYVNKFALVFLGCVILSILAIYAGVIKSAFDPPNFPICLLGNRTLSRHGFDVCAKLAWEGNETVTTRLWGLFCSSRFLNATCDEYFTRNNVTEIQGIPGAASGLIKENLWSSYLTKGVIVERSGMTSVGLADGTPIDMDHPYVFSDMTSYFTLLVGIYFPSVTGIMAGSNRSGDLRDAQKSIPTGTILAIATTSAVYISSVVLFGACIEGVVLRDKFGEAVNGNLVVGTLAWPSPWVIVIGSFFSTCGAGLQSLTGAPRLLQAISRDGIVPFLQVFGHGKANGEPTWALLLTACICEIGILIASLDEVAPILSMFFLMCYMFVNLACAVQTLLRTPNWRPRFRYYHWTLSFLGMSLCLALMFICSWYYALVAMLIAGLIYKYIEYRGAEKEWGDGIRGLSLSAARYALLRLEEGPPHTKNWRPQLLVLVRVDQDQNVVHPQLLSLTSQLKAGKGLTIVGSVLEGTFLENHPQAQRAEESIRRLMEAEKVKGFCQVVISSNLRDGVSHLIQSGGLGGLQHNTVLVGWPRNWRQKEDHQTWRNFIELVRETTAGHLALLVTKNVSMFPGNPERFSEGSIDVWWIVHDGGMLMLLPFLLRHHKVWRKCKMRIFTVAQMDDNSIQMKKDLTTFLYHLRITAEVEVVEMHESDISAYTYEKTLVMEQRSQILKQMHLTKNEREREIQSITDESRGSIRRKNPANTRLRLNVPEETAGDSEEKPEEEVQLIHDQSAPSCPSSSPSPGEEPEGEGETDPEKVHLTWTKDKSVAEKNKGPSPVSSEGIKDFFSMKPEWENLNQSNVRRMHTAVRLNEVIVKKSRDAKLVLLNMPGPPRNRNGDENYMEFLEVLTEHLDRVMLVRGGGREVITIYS
hK5 inh: human KLK5 protease inhibitors, primary screen, biochemical, 1536-well | Kallikrein-5 (Homo sapiens), Q9Y337 | recombinant hK5, fluorogenic AMC substrate cleavage | inhibition, % at 5 µM | hit rate 0.59% among 210,000 | AID 873, 2007;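 active = inhibition of 40% or more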;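 also: 0% = enzyme controls without compound and 100% = no-enzyme blanks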
p47phox inh: p47phox/p22phox peptide binding inhibitors, primary screen, biochemical, uHTS, NADPH oxidase regulatory subunit; inhibition, % at 24.7 µM; Neutrophil cytosol factor 1 (Homo sapiens), P14598; hit rate 0.53% among 220,000; AID 1274, 2008; fluorescence polarization, 2 h;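 also: 0% = p47phox with labelled peptide and 100% = labelled peptide alone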
EBV gp42 block: Epstein-Barr virus gp42 inhibitors, primary screen, biochemical, uHTS, fluorescence polarization | inhibition, % (tested at 21.74 µM) | Glycoprotein 42 (Epstein-Barr virus (strain AG876)), Q1HVG2 | hit rate 0.42% among 220,000 | Fluorescence polarization binding assay, mP read-out; in the data active = inhibition above about 50%
thrombin 1536: human alpha-thrombin inhibitors, primary screen, counter-screen for coagulation protease inhibitor project, biochemical, 1536-well, fluorogenic AMC substrate; inhibition, % at 5 µM; AID 1046, 2008; Boc-VPR-AMC fluorogenic substrate cleavage; Prothrombin (Homo sapiens), P00734; hit rate 0.26% among 220,000;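 active = inhibition at or above 40%; inactive = inhibition below 40%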;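 also: 0% = enzyme with no compound and 100% = wells without enzyme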
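System – human alpha-thrombin · Medium – pH 7.5 Tris (50 mM) with NaCl 150 mM, Tween 20 0.05% · Compound – single-point dosing at 5 µM, 0.2% DMSO · Incubation – enzyme reaction carried out at room temperature · Technique – fluorescence of released AMC, ex 355 nm, em 460 nm · Read-out basis – % inhibition of thrombin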
eIF4E 4G PPI: eIF4E–eIF4G protein interaction inhibitors, primary screen, biochemical, uHTS, TR-FRET, eIF4GI fragment; Eukaryotic translation initiation factor 4E (Mus musculus) + Eukaryotic translation …; TR-FRET eIF4E-eIF4GI(517-606) binding, 2 h; inhibition, % at 21.7 µM; hit rate 0.37% among 220,000; AID 782, 2007;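 also: 0% = full FRET control wells and 100% = background wells lacking eIF4GI fragment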
* = called active by the depositor; i = inactive; · = not tested or not shown; [ ] = remark or other dose.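 The calls were made as follows, unless noted: active = inhibition above about 30% (limit read from the data); inactive = the rest.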

Under each structure: eIF4E 4G PPI	Rad51 HR inh	thrombin 1536	14-3-3 Bad inh	EBV gp42 block	Furin inhibitor	p47phox inh	KCC2 mod	hK5 inh
COc1ccccc1CNc1ncnc2cc(Cl)ccc12
 : -2	-10	-5	-10	2	-18	-39	0.34	-19
Cc1ccccc1NS(=O)(=O)c1ccc(C(=O)N2CCN(c3ccccn3)CC2)cc1
 : -2	19	2	-24	-16	-7	-5	-0.77	-10
Cc1cc2c(ncn2C)c(NS(=O)(=O)c2ccc(Cl)cc2)c1C
 : 0	-5	-2	14	-9	-17	-3	-0.45	2
Cc1ccc(C(=O)O)cc1-c1ccc(C=C2C(=O)c3ccccc3C2=O)o1
 : 7	i	11	25	-167	-14	-62	-0.031	9
CN(C)CCCN(C(=O)COc1ccccc1)c1nc2ccc(F)cc2s1
 : -1	-1	-6	-4	-2	-20	-4	0.042	-3
NNC(=O)C1CC1c1ccccc1 (stereo unspecified)
 : -1	-13	-1	-4[fluorescence artefact?]	-30	-13	-9	0.99	-4
CNC(=O)/C(=C\c1ccc([N+](=O)[O-])cc1)NC(C)=O
 : 4	·	-16	2	-2	-12[20 µM]	-16	0.035	-12
Cc1ccc2c(c1)N(CCC(=O)NCCN1CCOCC1)C(=O)CO2
 : -9	-9	4	-9[fluorescence artefact?]	-15	-20	7	0.021	-3
CCC(C)NC(=O)CS(=O)Cc1nc(-c2ccccc2C)oc1C (stereo unspecified)
 : 1	·	-9	1	12	-27	-1	·	-25
COC(=O)CSc1c(-c2ccccc2)c2cc(Cl)ccc2[nH]c1=O
 : 3	1	-6	1	2	-4[20 µM]	-13	-0.35	2
COCCCNc1nc2c(c(=O)[nH]c(=O)n2C)n1CCCc1ccccc1
 : -13	-4	0	-6	2	-13	-10	·	-1
O=C(O)c1ccccc1-c1ccccc1C(=O)Nc1cccc(-c2nc3ccccc3o2)c1
 : 1	0	-15	11	0	-19	2	-5.8*	1
N#CC(C#N)=NNc1ccc([N+](=O)[O-])cc1
 : -3	-9	2	0	-32	-2	-27	-1.8	6
O=C(CSC1c2ccccc2C(=O)N1c1ccccc1)N1CCOCC1 (stereo unspecified)
 : -7	-3	1	4	-17	-11[20 µM]	-5	·	3
Cc1ccccc1OCc1nnc(SCC(=O)Nc2ccc3nc(SCC(=O)Nc4ccccc4)sc3c2)n1C
 : -1	·	-3	19	-1	-18	-24	1.4	-9
COc1ccc2oc3cc(C)[n+]([O-])c(-c4ccc(C)cc4)c3c2c1
 : 5	-10	-8	13[fluorescence artefact?]	-2	1	0	0.55	-11
COc1ccc(N2C(=O)C(F)(F)C2c2cccc(F)c2)cc1 (stereo unspecified)
 : -1	4	1	-5	-3	-25	-4	-0.05	1
CCOC(=O)CSc1nc(C)nc2c1sc1nc(C)c(C(C)=O)c(-c3ccc(OC)cc3)c12
 : 2	1	-4	-15	7	-6	-13	-0.68	-16
CCCCN(C)C(=O)CCC(=O)Nc1ccc2nc(N3CCOCC3)cc(C)c2c1
 : 12	6	-2	13	-5	-12	-19	0.34	-4
CC(C)[C@H](NC(=O)NCc1cccs1)C(=O)O
 : 6	7	-3	3	-13	-10	-6	0.11	-10

Other results follow:
Under each structure: eIF4E 4G PPI	Rad51 HR inh	thrombin 1536	14-3-3 Bad inh	EBV gp42 block	Furin inhibitor	p47phox inh	KCC2 mod	hK5 inh
O=C(COc1ccccc1O)c1cccs1
 : -5	-1	-4	8	-6	-16	-7	0.68	12
COc1ccc(OCCn2cncn2)cc1
 : 3[fluorescence artefact?]	13	-22	35[fluorescence artefact?]	-11	-15[20 µM]	-3	-3.1	-3
Cc1ccc2nc(-c3ccc(NC(=O)CN(c4ccccc4C)S(C)(=O)=O)cc3)sc2c1
 : -15	10	-14	8	-36	-25[20 µM]	-23	·	-58
Nc1nnnn1/N=C\c1ccc(Cl)c([N+](=O)[O-])c1
 : 1	-11	-2	4	-4	-14[20 µM]	-3	2.2	4
Cc1oc2ccc(O)c(CN3CCOCC3)c2c1C(=O)c1ccc(Cl)cc1
 : 1	3	-4	44	-20	-31	-10	4.2	-5
CC(C)CCc1noc(CN2CCC(CCN3CCCC3=O)CC2)n1
 : -2	4	-2	-5	-5	-9	7	0.019	·
NNC(=O)c1cn2ccccc2n1
 : -5[fluorescence artefact?]	-2	-3	-1	-12	-14[20 µM]	-5	1.4	1
Cc1nc(NC(=O)c2ccc(Br)o2)sc1C
 : -7	2	-4	-8	9	-12[20 µM]	-7	·	-8
CCCS(=O)(=O)N1CCC(C(=O)N2CCOCC2)CC1
 : -1	1	-6	6	4	5	-15	0.27	0
O=c1cc(NCC2CCCO2)[nH]c(=O)n1-c1ccc(Cl)cc1 (stereo unspecified)
 : 1	-4	17	-11	-3	-11[20 µM]	-6	0.017	11
CC(C)NC(=O)c1noc2cc([N+](=O)[O-])ccc12
 : 5	2	-3	8	16	-21[20 µM]	2	·	-8
Cc1ccc(S(=O)(=O)N2CCC(=O)N(C(COCc3ccc(Cl)cc3)C(C)C)CC2)cc1 (stereo unspecified)
 : -5	-7	-4	6	8	-9	4	0.1	-6
COc1ccc(-c2cc(C(F)(F)F)n3nc(C(=O)N4CCCCC4)cc3n2)cc1OC
 : -1[fluorescence artefact?]	-3	3	3	-20	-18[20 µM]	-19	-0.021	-33
Cn1c2ccccc2c2nnc(SC3CCOC3=O)nc21 (stereo unspecified)
 : 2	3	-4	-6	-6	-4	-6	·	18
CC(C)(O)C#Cc1ccc(CN2CCN(C3CCCC3)C(CCO)C2)cc1 (stereo unspecified)
 : -7	2	-6	-9	3	-17	0	1.9	-3
O=C(COc1ccccc1)N/N=C/c1ccc(O[C@@H]2O[C@H](CO)[C@@H](O)[C@H](O)[C@H]2O)cc1
 : -4	-1	-2	-6	-16	-11	2	0.15	-20
Cc1cccc(NC(=O)CSc2nnnn2C)n1
 : -4	·	0	55	75*	-28[20 µM]	-9	1.4	-7
Cc1ccsc1CNn1cnnc1SCc1ccccc1F
 : -2[fluorescence artefact?]	-4	-7	-4	-3	-6[20 µM]	-1	-0.29	-3
COc1ccc(NS(=O)(=O)c2cc(NC(=O)/C=C/c3ccccc3OC)ccc2N2CCCCC2)cc1
 : 3	·	-6	-4[fluorescence artefact?]	-9	-10	-48	0.15	-12
COC(=O)c1c(NC(=O)C(C)(C)C)sc2c1C(C(=O)OC)CC2 (stereo unspecified)
 : 0	9	22	-10[fluorescence artefact?]	-11	-14[20 µM]	1	0.93	39

Reformatted with bars between the fields: entries from further up
SMILES | eIF4E 4G PPI | Rad51 HR inh | thrombin 1536 | 14-3-3 Bad inh | EBV gp42 block | Furin inhibitor | p47phox inh | KCC2 mod | hK5 inh
CNC(=O)/C(=C\c1ccc([N+](=O)[O-])cc1)NC(C)=O | 4 | · | -16 | 2 | -2 | -12[20 µM] | -16 | 0.035 | -12
Cc1ccc2c(c1)N(CCC(=O)NCCN1CCOCC1)C(=O)CO2 | -9 | -9 | 4 | -9[fluorescence artefact?] | -15 | -20 | 7 | 0.021 | -3
CCC(C)NC(=O)CS(=O)Cc1nc(-c2ccccc2C)oc1C (stereo unspecified) | 1 | · | -9 | 1 | 12 | -27 | -1 | · | -25
COC(=O)CSc1c(-c2ccccc2)c2cc(Cl)ccc2[nH]c1=O | 3 | 1 | -6 | 1 | 2 | -4[20 µM] | -13 | -0.35 | 2
COCCCNc1nc2c(c(=O)[nH]c(=O)n2C)n1CCCc1ccccc1 | -13 | -4 | 0 | -6 | 2 | -13 | -10 | · | -1
O=C(O)c1ccccc1-c1ccccc1C(=O)Nc1cccc(-c2nc3ccccc3o2)c1 | 1 | 0 | -15 | 11 | 0 | -19 | 2 | -5.8* | 1
N#CC(C#N)=NNc1ccc([N+](=O)[O-])cc1 | -3 | -9 | 2 | 0 | -32 | -2 | -27 | -1.8 | 6
O=C(CSC1c2ccccc2C(=O)N1c1ccccc1)N1CCOCC1 (stereo unspecified) | -7 | -3 | 1 | 4 | -17 | -11[20 µM] | -5 | · | 3
Cc1ccccc1OCc1nnc(SCC(=O)Nc2ccc3nc(SCC(=O)Nc4ccccc4)sc3c2)n1C | -1 | · | -3 | 19 | -1 | -18 | -24 | 1.4 | -9
COc1ccc2oc3cc(C)[n+]([O-])c(-c4ccc(C)cc4)c3c2c1 | 5 | -10 | -8 | 13[fluorescence artefact?] | -2 | 1 | 0 | 0.55 | -11

More records follow.
Under each structure: eIF4E 4G PPI	Rad51 HR inh	thrombin 1536	14-3-3 Bad inh	EBV gp42 block	Furin inhibitor	p47phox inh	KCC2 mod	hK5 inh
O=C(CSc1nnc(-c2cccs2)o1)NCC1CN(Cc2ccccc2)CCO1 (stereo unspecified)
 : -1	1	3	16	-1	-13[20 µM]	9	1.1	4
CC(=O)c1c(C)[nH]c(C(=O)Nc2nc(-c3ccc(Cl)cc3)cs2)c1C
 : 16	-9	-6	-10	-3	-16	-11	-2.6	-9
CCOC(=O)c1c(NC(=O)C2C3CCC(O3)C2C(=O)O)sc2c1CCC(CC)C2 (stereo unspecified)
 : 2	4	26	9	14	-8	-6	-0.46	8
COC(=O)c1cc(NS(=O)(=O)c2ccc(N3CCCCC3)c([N+](=O)[O-])c2)cc(C(=O)OC)c1
 : 7	-7	2	-6[fluorescence artefact?]	-11	-7	-9	0.68	-2
O=C(COC(=O)c1ccc(=O)[nH]c1)Nc1cccc(S(=O)(=O)N2CCOCC2)c1
 : 7	-17	-2	58	-13	-11	-4	·	1
CCS(=O)(=O)N1CCN(Cc2ccncc2)CC1
 : 0	1	2	16	-4	-24	-8	0.66	-3
O=C(CC1SC(=O)N(c2ccccc2)C1=O)Nc1ccc(Cl)cc1 (stereo unspecified)
 : 1	14	-1	3	-11	-11	-6	1.1	-6
Cc1cccc(C)c1Nc1c(-c2ccc(N3CCOCC3)cc2)nc2cnccn12
 : 2	-19	1	-4	-5	-6	-7	-0.29	0
CCOc1cc(C(=O)OCC(=O)Nc2c(C)cccc2C)ccc1OCC(=O)N1CCOCC1
 : 11	8	-6	-13[fluorescence artefact?]	-9	-18	-6	0.43	-6
Cc1c(C(=O)OC(C)C(C)C[N+](C)(C)C)oc2ccccc12 (stereo unspecified)
 : 1[fluorescence artefact?]	1	-3	17[fluorescence artefact?]	-54	3[20 µM]	-5	0.24	-19
O=C(O)CSc1nc2ccccc2c(=O)[nH]1
 : -4	-4	6	-6[fluorescence artefact?]	-17	-5[20 µM]	3	0.65	1
